NS5 inhibitors = Dengue-2 NS5 methyltransferase inhibitors, primary screen, biochemical, confirmation dose response (AID 588689) | Genome polyprotein (Dengue virus type 2 (strain 16681-PDK53)) | Dengue-2 NS5 methyltransferase capping enzyme assay, biochemical; higher % means a stronger effect | inhibition, % at 25 µM; hits with a dose series show IC50 in µM | 340,000 tested, 0.3% active; in the data active means a potency from the dose series; inconclusive means inhibition above about 29% without an active follow-up result
KOR beta-arrestin-1 = KOR agonists, beta-arrestin recruitment, primary screen, cell-based, luminescence, uHTS (AID 1777). 280,000 tested, 0.02% active. activation, % at 10 µM, or EC50 in µM where a hit was titrated. KOR beta-arrestin recruitment, luminescence; higher % means a stronger effect. Kappa-type opioid receptor (Homo sapiens); in the data active means activation above about 50%, passing the limit was not always enough; further: a part of the inactive calls stands beside numbers as strong as those of hits
HIV peptide binding = inhibitors of HIV fusion peptide binding, primary screen, biochemical, uHTS, fluorescence dequenching (AID 1986); cell-free peptide binding, fluorescence dequenching, 30 min; higher % means a stronger effect; one-dose inhibition, % at 20 µM; IC50 in µM for titrated hits; 290,000 tested, 0.3% active; in the data active means inhibition mostly above about 52%, no sharp cut-off; inactive means mostly below about 76%; further: some results filed as inactive read as strong as hits
Yfh1-off respiration = enhancers of respiration in Yfh1-depleted yeast, dose response, Friedreich's ataxia, plus single-dose screen (AID 1465) | S. cerevisiae Yfh1-off respiration, WST-1 reduction, 72 h; higher fold induction means a stronger effect | fold induction at 50 µM; hits with a dose series show EC50 in µM | 220,000 tested, 0.074% active;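 active means fold induction of absorbance versus untreated yeast above a set limit, then at least 30% activation at any dose in follow-up; inconclusive means repeats straddling the limit, or above it without dose testing; inactive means fold induction below the set limit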;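 further: activators that raise dye reduction in frataxin-depleted yeast; strong numbers were not always called active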
KOR beta-arrestin-2 = KOR antagonists, beta-arrestin recruitment, cell-based, luminescence, uHTS (AID 1778); 290,000 tested, 0.091% active; inhibition, % at 10 µM; hits with a dose series show IC50 in µM; Kappa-type opioid receptor (Homo sapiens); KOR beta-arrestin recruitment, luminescence, antagonist mode; higher % means a stronger effect; further: strong numbers were not always called active
NOD1 NF-kB reporter = NOD1 signaling inhibitors, primary screen, cell-based, luminescence, uHTS (AID 1578) | one-dose inhibition, % at 4 µM; EC50 in µM for titrated hits | 290,000 tested, 1% active | NOD1-driven NF-kB luciferase reporter cells, luminescence; higher % means a stronger effect; in the data active means inhibition mostly above about 36%, no sharp cut-off; inactive means mostly below about 34%;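 further: HEK-293T reporter cells stimulated with the NOD1 agonist gamma-tri-DAP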
AID2073 = inhibitors of Mint1-CaV2.2 protein interaction, biochemical, HTRF (AID 2073); HTRF protein-protein interaction, Mint1-CaV2.2; higher % means a stronger effect; 290,000 tested, 0.19% active; Voltage-dependent N-type calcium channel subunit alpha-1B (Homo sapiens); one-dose inhibition, % at 20 µM; IC50 in µM for titrated hits; in the data active means inhibition mostly above about 51%, no sharp cut-off; inconclusive means no clear call, values can overlap the other calls; inactive means mostly below about 53%; further: some results filed as inactive read as strong as hits
West Nile virus CPE = West Nile virus antiviral activity, cell-based, CPE readout (AID 1621) | West Nile virus-infected cells, CPE inhibition; higher % means a stronger effect | 290,000 tested, 0.02% active | one-dose CPE inhibition, % at 10 µM; IC50 in µM for titrated hits; in the data active means a potency from the dose series; inconclusive means CPE inhibition mostly from about 3.7% at the one dose, without a potency; inactive means the rest, 99 in 100 with CPE inhibition below about 2.2%; further: strong numbers were not always called active
HEK293 NOD2/NF-kB = NOD2 signaling inhibitors, cell-based, luminescence, uHTS, HEK293 (AID 1566); HEK293 NOD2/NF-kB luciferase reporter, luminescence; higher % means a stronger effect; inhibition, % at 4 µM; hits with a dose series show EC50 in µM; 290,000 tested, 0.63% active; further: many of its hits are not listed in these tables
NS5 inhibitors pilot replicate = second read-out of NS5 inhibitors, no call of its own (marks repeat the call); inhibition, %; measured here: pilot screen replicate inhibition
Numbers without * were called inactive; i = inactive; ? = inconclusive; . = not tested or not shown; [ ] = another dose, or the depositor's remark. Unless noted, no stated cut-off is given here; in the data, active means inhibition above about 50%; inactive means the rest.

SMILES	NS5 inhibitors	KOR beta-arrestin-1	HIV peptide binding	Yfh1-off respiration	KOR beta-arrestin-2	NOD1 NF-kB reporter	AID2073	West Nile virus CPE	HEK293 NOD2/NF-kB	others
CCOC(=O)c1c(C)[nH]c(C(=O)CSc2nccc(C)n2)c1C	-1.8%	3.7%	0.0%	i	-21.4%	-38.4%	0.9%	0.1%	-22.3%
COC(=O)c1c(C)[nH]c(C)c1-c1ccc(C)cc1	-6.9%	-1.4%	3.6%	i	-22.8%	-17.2%	0.2%	0.0%	11.6%
[O-][N+]1=C2CCC/C(=N\O)C2=NC12CCCCC2	-4.2%	8.8%	-1.2%	i	10.0%	-11.7%	-3.6%	0.1%	-8.9%
CN(c1ccc(C(=O)NCc2ccccc2)cc1)S(C)(=O)=O	9.5%	1.7%	-1.8%	i	25.8%	-21.5%	-4.3%	0.1%	5.0%
Cc1nn(Cc2cccc(C(=O)Nn3cc([N+](=O)[O-])cn3)c2)c(C)c1[N+](=O)[O-]	-4.0%	-0.5%	0.8%	i	2.9%	0.9%	-5.2%	-0.1%	17.8%
Cc1ccccc1CO/N=C/c1[nH]ncc1Br	-5.4%	-1.3%	-1.3%	i	3.2%	4.1%	-7.2%	-0.7%	7.3%
CN1CCN(S(=O)(=O)c2ccc(NC(=O)Nc3cccc(Cl)c3)cc2)CC1	-13.2%	1.5%	-3.2%	i	29.5%	-38.7%	0.8%	-0.3%	-9.2%
CC(C)(C)n1nc(-c2ccc(F)cc2)c2c(N)ncnc21	-0.6%	-2.2%	-2.6%	i	-42.0%	14.5%	-5.4%	2.3%	11.9%
O=C(NCc1n[nH]c(=S)n1-c1cccc(C(F)(F)F)c1)c1ccco1	-4.2%	-1.0%	-1.3%	.	-30.1%	-32.5%	-42.8%	-0.1%	10.4%
C/C=C/c1ccc(OCC(=O)OCC(=O)NC2CC2)c(OC)c1	3.6%	-3.1%	1.8%	i	12.1%	-31.9%	-3.0%	-0.1%	15.1%
Cc1cc(NC(=O)CSc2nnc(-c3ccncc3)n2Cc2ccccc2)n(-c2ccccc2)n1	-7.8%	0.8%	-0.1%	i	24.8%	-5.5%	-1.3%	0.0%	8.8%
COc1cccc(C(=O)N2N=C(c3ccccc3)CC2(O)C(F)(F)F)c1 (configuration not stated)	-5.8%	-1.7%	3.3%	i	9.0%	-9.2%	11.8%	-1.2%	19.7%
COc1ccc(C)cc1NC(=O)C(OC(=O)c1ccc([N+](=O)[O-])o1)c1ccccc1 (configuration not stated)	-2.6%	0.4%	-0.1%	i	.	-23.4%	3.8%	-0.5%	10.9%
C=CCNC(=O)c1cnc2n(c1=O)CCS2	0.0%	0.4%	-2.6%	i	9.6%	-4.3%	-1.5%	-0.1%	17.5%
Cc1cc(C)c(NC(=O)CC(=O)c2ccccc2)c(Cl)c1	-2.0%	11.0%	-0.8%	.	-24.2%	-5.6%	5.3%	-0.9%	-4.4%

Quoted from the listing, three compounds:
SMILES	NS5 inhibitors	KOR beta-arrestin-1	HIV peptide binding	Yfh1-off respiration	KOR beta-arrestin-2	NOD1 NF-kB reporter	AID2073	West Nile virus CPE	HEK293 NOD2/NF-kB	others
COc1ccc(C)cc1NC(=O)C(OC(=O)c1ccc([N+](=O)[O-])o1)c1ccccc1 (configuration not stated)	-2.6%	0.4%	-0.1%	i	.	-23.4%	3.8%	-0.5%	10.9%
C=CCNC(=O)c1cnc2n(c1=O)CCS2	0.0%	0.4%	-2.6%	i	9.6%	-4.3%	-1.5%	-0.1%	17.5%
Cc1cc(C)c(NC(=O)CC(=O)c2ccccc2)c(Cl)c1	-2.0%	11.0%	-0.8%	.	-24.2%	-5.6%	5.3%	-0.9%	-4.4%

Continuation.
SMILES	NS5 inhibitors	KOR beta-arrestin-1	HIV peptide binding	Yfh1-off respiration	KOR beta-arrestin-2	NOD1 NF-kB reporter	AID2073	West Nile virus CPE	HEK293 NOD2/NF-kB	others
CC(C(=O)N1CCCCC1)n1ncn2cccc2c1=O (configuration not stated)	0.0%	0.2%	0.6%	i	32.2%	-38.0%	-4.3%	0.1%	4.0%
O=C(CCS(=O)(=O)c1cccs1)Nc1ccc(C(=O)NCc2cccs2)cc1	6.4%	8.7%	-3.4%	i	-27.2%	-8.3%	-7.6%	1.9%	5.4%
COC(=O)c1c(C(=O)OC)c2cccc3cc(-c4ccccc4)c4ccc1c4n32	26.5%	-5.2%	-1.8%	i	.	20.4%	45.9%	-0.1%	-66.3%
Cn1c(SCC(=O)N/N=C/c2cc([N+](=O)[O-])ccc2O)nnc1-c1ccccc1	3.5%	1.4%	3.8%	i	20.7%	-6.3%	12.4%	0.8%	10.7%
COC(=O)/C=C(\C)N=Nc1c(O)[nH]c2ccccc12	-4.0%	2.3%	-1.4%	i	48.1%	-4.5%	11.8%	0.2%	-44.2%
O=C(CCn1c(=O)oc2ccccc21)N1CCOCC1	-4.0%	-0.3%	-0.5%	i	-22.6%	-18.8%	-1.0%	-0.1%	11.5%
C=CCn1c(C)cc(C(=O)COc2ncnc3sccc23)c1C	0.7%	0.1%	0.0%	i	-19.1%	-34.4%	33.9%	-0.3%	-95.7%
CC(=O)Oc1ccc(C(=O)[C@H]2[C@H]3C(=O)N(c4ccc(C)cc4C)C(=O)[C@H]3[C@@H]3C=CC=NN32)cc1	7.8%	15.3%	6.6%	i	-0.8%	-1.2%	7.4%	0.9%	-10.1%
CC(C)C(NC(=O)c1ccccc1)c1nnc(SCC(=O)Nc2nccs2)n1C (configuration not stated)	0.0%	-0.9%	-0.6%	i	-0.5%	-8.9%	-10.3%	-0.9%	10.3%
COP(=O)(OC)c1nc(-c2cccc3ccccc23)oc1N1CCCCC1	0.8%	-2.0%	1.8%	i	0.1%	-21.2%	41.7%	-0.5%	2.0%
CCN1CCN(c2cc3c(nn2)Oc2ccccc2N3C)CC1	-5.8%	0.9%	0.6%	i	23.8%	-21.8%	30.0%	-0.6%	3.3%
CC(=O)C1=C(NC(=O)c2ccccc2F)C[C@@H]2[C@H]1C2(C)C	-4.8%	-0.2%	1.9%	i	15.8%	7.2%	-2.3%	-0.1%	17.8%
CCC(=O)N1CCc2cc(S(=O)(=O)CCC(=O)N(C)c3ccc(OC)cc3OC)ccc21	3.5%	1.9%	0.1%	.	4.4%	-26.9%	-9.1%	-0.3%	18.4%
CC(=O)Oc1ccccc1C1=NN(C(C)=O)C(c2ccccc2)C1 (configuration not stated)	-1.8%	-1.7%	0.3%	i	-0.6%	-44.1%	-2.9%	-0.4%	5.4%
COc1cc(/C=N/Nc2nc(C)cc(C)n2)cc(OC)c1OC	.	2.7%	0.7%	.	-25.5%	-10.7%	7.1%	-0.3%	0.8%
O=C(NC(=S)Nc1ccccc1Br)c1cccnc1	0.8%	-4.8%	-0.9%	.	-11.0%[20 µM]	-28.2%	0.0%	0.6%	-13.5%
O=C(/C=C/Nc1ccc(S(=O)(=O)Nc2ncccn2)cc1)c1ccc(Cl)c(Cl)c1	18.1%	-0.1%	5.3%	i	9.1%	24.0%	18.2%	-0.5%	-32.1%
Cc1cc2c(c(=O)n1CCCn1ccnc1)C(c1ccco1)C(C#N)=C(N)O2 (configuration not stated)	24.0%	5.4%	-1.1%	i	12.0%	-5.6%	3.5%	0.1%	5.5%	NS5 inhibitors pilot replicate=4.2
COC(=O)c1c(NC(=O)c2ccoc2C)sc2c1CCC2	-4.9%	-4.2%	10.4%	i	-23.2%	-3.8%	8.9%	-0.4%	-12.2%
CCN(CC(=O)NC(C)C)C(=O)C(CCSC)NC(=O)c1cccc(C)c1 (configuration not stated)	-2.3%	-5.8%	0.8%	i	-2.9%	0.7%	2.4%	-0.3%	19.5%
CCO[C@@H]1OC(C(N)=O)=C[C@H](c2ccc(C(F)(F)F)cc2)[C@H]1CCCO	0.8%	3.2%	-0.7%	i	21.8%	-0.7%	-6.8%	-0.2%	-1.7%
COc1cccc(OC)c1OCCOc1ccc(C(=O)c2ccccc2)cc1	-2.2%	6.3%	-1.1%	i	-42.9%	-18.1%	-5.6%	0.1%	8.6%
COc1ccccc1N1CCN(C(=O)/C=C/c2c(Cl)nc3ccccn23)CC1	-8.2%	2.7%	-1.9%	i	-56.3%	-24.3%	-2.5%	0.2%	17.9%
CCCC1O[C@@H]2CC3C4CCC5=CC(=O)C=C[C@]5(C)C4C(OC(C)=O)C[C@]3(C)[C@]2(C(=O)COC(C)=O)O1 (some centres not stated)	0.8%	-1.8%	1.5%	i	15.8%	-9.5%	9.1%	1.2%	9.0%
CN(C)CCCN(C(=O)c1ccc(S(=O)(=O)N2CCCCCC2)cc1)c1nc2ccc(F)cc2s1	-1.3%	3.4%	-2.0%	.	-13.2%	2.8%	10.7%	?	1.3%
COc1ccc(C(=O)COC(=O)c2ccc(NC(=O)c3ccccc3)cc2)cc1	-3.6%	-3.5%	-0.1%	i	-16.6%	9.2%	?	-0.5%	15.2%
O=C(Nc1ccc(Br)cc1)N1CCCCCC1	-3.3%	1.0%	1.2%	.	21.6%	-40.4%	4.9%	-0.7%	-10.2%
CCCCC1=CC2=CC(=O)C(C)(OC(=O)C3CCCC3)C(=O)C2=CO1 (configuration not stated)	-5.0%	-1.2%	68.3%*	i	15.7%	-4.4%	15.6%	-0.1%	3.6%
CC1CCN(S(=O)(=O)c2ccc3ccccc3c2)CC1	-4.1%	-3.7%	-0.9%	i	5.3%	21.0%	-0.1%	1.3%	8.1%
CC(C)=CCCC(C)CN1CCC(O)CC1 (configuration not stated)	-13.0%	2.9%	3.4%	i	-8.1%	-27.9%	2.5%	0.1%	-25.1%
O=[N+]([O-])c1ccc(-n2nnnc2CN2CCOCC2)cc1	.	.	1.0%	i	-17.5%[20 µM]	-22.1%	18.2%	0.7%	12.0%
CCn1c(SC/C=C/c2ccccc2)nnc1-c1cnccn1	-2.1%	-2.0%	-0.9%	i	14.2%	-20.3%	-6.0%	-0.9%	0.7%	NS5 inhibitors pilot replicate=-2.4
Cc1cccc2cc(-c3nc4ccc(C(=O)O)cc4[nH]3)c(=O)oc12	11.1%	10.2%	22.5%	.	-15.3%	-0.2%	?	-0.3%	-72.7%
COc1ccc(-c2sc3ccccc3c2C#CC2(O)CCCCC2)cc1	0.8%	2.5%	3.2%	.	-106.7%[20 µM]	-0.1%	15.1%	-0.2%	15.0%
Cc1noc(C)c1COc1ncnc2ccccc12	-13.0%	-0.2%	0.2%	i	8.3%	-2.5%	5.8%	0.0%	25.8%
Cc1c(C)c2ccc(OCC(=O)N3CCC(C(=O)O)CC3)cc2oc1=O	-8.7%	2.5%	-0.4%	.	-68.4%[20 µM]	-19.1%	13.8%	-0.1%	-19.8%
c1ccc(-c2csc3ncn4nnnc4c23)cc1	-2.3%	-1.7%	-2.6%	i	-8.4%	-8.1%	3.6%	0.4%	15.0%

Assay outcomes deposited in PubChem BioAssay by several laboratories.

An excerpt; count on the stated rates, not on these rows.
